Screening results deposited in PubChem by The Scripps Research Institute Molecular Screening Center.
TbREL1 primary = TbREL1 inhibition, primary screen; TbREL1 RNA ligation, FRET fluorescence; 0.49% of 89,000 active; P86926; inhibition, % at 9.66 µM;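 active = inhibition above the mean inhibition across all screened compounds plus 3 SD, cut at about 11% in these data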;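 note: 0% = plate median of test wells and 100% = NSC42067 control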
Target sequence (P86926 whole entry, looked up): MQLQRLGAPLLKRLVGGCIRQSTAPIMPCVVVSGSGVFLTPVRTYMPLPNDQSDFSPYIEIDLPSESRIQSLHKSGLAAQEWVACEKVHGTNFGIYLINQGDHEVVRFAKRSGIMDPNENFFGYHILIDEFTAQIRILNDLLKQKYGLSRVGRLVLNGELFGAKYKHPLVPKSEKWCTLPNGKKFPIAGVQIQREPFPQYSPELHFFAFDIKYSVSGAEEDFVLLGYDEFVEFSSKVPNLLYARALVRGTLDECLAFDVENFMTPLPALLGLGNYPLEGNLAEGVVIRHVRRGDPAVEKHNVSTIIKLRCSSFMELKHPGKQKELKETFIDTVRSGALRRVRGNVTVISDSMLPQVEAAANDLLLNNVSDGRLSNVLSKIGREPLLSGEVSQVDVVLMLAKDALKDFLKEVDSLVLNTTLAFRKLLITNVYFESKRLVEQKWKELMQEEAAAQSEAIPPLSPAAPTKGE
* hit, by the source's call. These rows are one share of the data; rates above refer to the full screens.

SMILES | TbREL1 primary
CCC1(CC)C(=O)NC(=NCCc2c[nH]c3ccccc23)NC1=O | -1
CCC(=NCCO)c1c(O)n(-c2ccc(Cl)cc2)c(=O)[nH]c1=O | 0
O=c1[nH]c(O)c(Cc2ccc3c(c2)OCO3)c(=O)[nH]1 | 1
COc1ccc(-c2nn(CCC#N)cc2C(=O)O)cc1 | -2
COC(=O)C1=C(c2ccc(-c3ccccc3)c(F)c2)C[C@@H]2CC[C@H]1N2C(=O)NC1Cc2ccccc2C1 | -1
C=Cn1ccnc1P(O)(=S)c1nc(C)c(CCOC(C)=O)s1 (configuration not stated) | 2
COc1ccc(Cc2c(O)[nH]c(=S)[nH]c2=O)cc1 | -2
CCC(C)n1c(O)c(C=NCCc2ccccc2)c(=O)[nH]c1=S (configuration not stated) | -3
CN1CCN(/N=C/c2c(O)n(C)c(=O)n(C)c2=O)CC1 | -2
Cc1ccc(NC2=NCCCS2)cc1Cl | -3
CN(C)C(=O)Oc1cccc(-c2cn3cc(Cl)ccc3n2)c1 | 0
COc1ccc(CC2c3cc(OC)c(OC)cc3CCN2C)cc1O (configuration not stated) | 0
COC(=O)C1=C(c2ccc(F)cc2F)C[C@@H]2CC[C@H]1N2C | 1
CCOC(=O)N(C)c1ccc(C(O)(C(=O)OCC)C(F)(F)F)cc1 (configuration not stated) | -1
Cc1cc(N)n(C2CCN(C)CC2)n1 | -3
COCCOC(=O)C1=C(N)Oc2c(c(=O)oc3ccccc23)[C@@]12C(=O)Nc1ccccc12 | -3
CN1C(=O)C(=Cc2sc(=O)n(-c3ccccc3)c2N2CCCCC2)C(=O)N(C)C1=O | 4
CCCn1c(C(=O)c2ccc(OC)cc2)nc2ccccc21 | -3
CCn1c(C(=O)N2CCC(C(=O)N3CCC4(CC3)OCCO4)CC2)cc2sccc21 | 0
O=C(c1cc2c(s1)CCCCCC2)N1CCC2(CC1)OCCO2 | -3
O=c1[nH]c(=O)n(Cc2ccco2)c(O)c1/C=N/N1CCCCCC1 | -2
CCCNc1oc(-c2cccc3ccccc23)nc1C#N | 0
O=C(Cc1ccccc1)N1CCN(C2CCCCCC2)CC1 | 0
COC(=O)C1=C(c2ccc(S(C)(=O)=O)cc2)C[C@@H]2CC[C@H]1N2C(=O)NC1CC1 | 9
O=[N+]([O-])c1ccc(N2CCCC2)c2ccncc12 | 6

The final 2 compounds of the part above are carried over, then new ones follow:
SMILES | TbREL1 primary
COC(=O)C1=C(c2ccc(S(C)(=O)=O)cc2)C[C@@H]2CC[C@H]1N2C(=O)NC1CC1 | 9
O=[N+]([O-])c1ccc(N2CCCC2)c2ccncc12 | 6
COC(=O)C1=C(c2ccccc2OCc2ccccc2)C[C@@H]2CC[C@H]1N2C(=O)NCc1ccc(N(C)C)cc1 | -5
Cn1c(O)c(/C=C2\N=c3ccccc3=C2CCNC(=S)NC2CC2)c(=O)n(C)c1=O | -1
O=C1NC(=O)N(c2ccccc2F)C(=O)/C1=C/c1cn(CC(=O)N2CCOCC2)c2ccccc12 | 1
Fc1cccc(-c2ccc3c(c2)CNCc2cnnn2-3)c1 | 1
CCOC(=O)c1cc(C(O)(C(=O)OC)C(F)(F)F)c(/N=C/N(C)C)o1 (configuration not stated) | -5
COc1ccc(C(=O)C2CCCN(Cc3cnc(C)s3)C2)c(OC)c1 (configuration not stated) | 1
CCN(CC)C(=O)c1ccc(NC(=O)c2cccc(F)c2)cc1 | -2
COc1ccc(CN2CCN(c3ccccc3F)CC2)cc1O | 7
Cc1cc(C)n2nc(C)[n+](C)c2n1 | 8
Cc1ccc(N2C(=O)NC(=O)C3(Cc4ccccc4N4CCN(c5ccccc5)CC43)C2=O)cc1 (configuration not stated) | -1
COc1cc(OC)c(OC)cc1CN1CCN(C(=O)COc2ccc3ccccc3c2)CC1 | -3
CC(C)C[C@H]1COc2cccc(N3CCN(C)CC3)c2S(=O)(=O)N1 | 3
COc1ccc(N=Cc2c(O)n(Cc3ccccc3)c(=S)[nH]c2=O)c(OC)c1 | 2
Cc1cc(C(=O)O)c(C)n1C1CC1 | -6
OC(Cn1c2ccccc2c2ccccc21)C[n+]1cccc2ccccc21 (configuration not stated) | 9
Cn1c(O)c(C=NCCN2CCOCC2)c(=O)n(C)c1=S | 0
Cc1nc2c(=O)n(C)c(=O)nc-2n(C)n1 | 64*
CCOc1ccc(C2C(C#N)=C(N)Oc3c2c(=O)oc2ccccc32)cc1 (configuration not stated) | -1
O=[N+]([O-])c1cc(-n2cnnn2)c(O)c([N+](=O)[O-])c1 | 7
CC(C(=O)c1ccccc1)N1C(=O)c2ccccc2C1=O (configuration not stated) | 0
COC(=O)C1=C(c2c(C)noc2C)C[C@@H]2CC[C@H]1N2C(=O)NC(C)C | -1
COCCOC(=O)c1c(C)n(C)c2ccc(OC(=O)N(C)C)cc12 | 0
O=C(c1cccn2c(=O)c3ccccc3nc12)N1CCC2(CC1)OCCO2 | 2
COC(=O)C1=C(c2cccc(OC)c2OC)C[C@@H]2CC[C@H]1N2C(=O)NCc1ccccc1 | 4
Cc1cc(C)n2nc(SCC(=O)N3CCC4(CC3)OCCO4)nc2n1 | -1

Some of these compounds in order of SMILES length, largest number first:
SMILES | TbREL1 primary
COc1cc(OC)c(OC)cc1CN1CCN(C(=O)COc2ccc3ccccc3c2)CC1 | -3
O=[N+]([O-])c1cc(-n2cnnn2)c(O)c([N+](=O)[O-])c1 | 7
CC(C(=O)c1ccccc1)N1C(=O)c2ccccc2C1=O (configuration not stated) | 0
Cc1cc(C)n2nc(C)[n+](C)c2n1 | 8
Cc1cc(C(=O)O)c(C)n1C1CC1 | -6

(continued)
SMILES | TbREL1 primary
O=C(CNCc1c(F)cccc1F)N1CCC2(CC1)OCCO2 | 1
COC(=O)C1=C(c2ccc3ccccc3c2)C[C@@H]2CC[C@H]1N2C(=O)NCc1ccco1 | 0
COc1cc2[nH]c(=O)n(-c3ccccc3)c(=O)c2cc1OC | -1
Cc1ccc(-c2cc(-c3ccccc3)cc(-c3ccccc3)[n+]2-c2ccccc2C(=O)O)cc1 | -1
Oc1ccc(Cl)cc1Cc1ccccc1 | 10
CN1C(=O)N(C)C(=O)C2(Cc3c(ccc4ccccc34)N(C)C2)C1=O | -3
O=C(c1ccc(Br)cc1)C12CN3CN(CN(C3)C1)C2 | 4
O=C(NC1CCCCC1)N1Cc2cc(-c3ccccc3)ccc2-n2nncc2C1 | -2
OC(CN1CC=C(c2ccccc2)CC1)c1ccccc1 (configuration not stated) | 0
CC(C)C(=O)NC(Oc1ccccc1Cl)C(Cl)(Cl)Cl (configuration not stated) | -4
COC(=O)C1=C(c2ccccc2OCc2ccccc2)C[C@@H]2CC[C@H]1N2C(=O)NCc1ccc(Br)cc1 | 1
C=CCN1C(=O)NC(=O)C(Cc2ccc(OC)c(OC)c2)C1=O (configuration not stated) | -1
CC(C)OC(=O)c1c(N)n(Cc2ccco2)c2nc3ccccc3nc12 | -1
COC(=O)C1=C(c2ccc(OCc3ccccc3)cc2)C[C@@H]2CC[C@H]1N2C(=O)NCCc1ccc(F)cc1 | 0
CCc1sc(C(=O)N2CCC3(CC2)OCCO3)cc1Br | -2
CCc1c(C)nc(N)nc1N1N=C1SC(C(C)=O)C(C)=O | -4
Cc1nn(Cc2ccccc2)c(Cl)c1C(=O)OCC(=O)N1CCCC1 | -1
CCc1ccc(OCC(=O)N2CCN(CC(=O)Nc3ccccc3Cl)CC2)cc1 | 0
O=c1[nH]c2ccccc2n1C1CCN(C(c2nnnn2Cc2ccccc2)C2CC2)CC1 (configuration not stated) | 5
COc1ccc(N2C(=O)CC(=O)NC2=O)cc1 | -3
COC(=O)C1=C(c2ccc(-c3ccccc3)c(F)c2)C[C@@H]2CC[C@H]1N2C(=O)NCc1cc(C)oc1C(F)(F)F | 2
CCCCn1c(O)c(C(C)=NCCc2c[nH]c3ccccc23)c(=O)[nH]c1=O | -4
CCCCN=Cc1c(O)n(-c2c(C)cc(C)cc2C)c(=O)[nH]c1=O | 3
Cc1ccccc1-n1c(O)c(/C=N/NC(=O)c2ccccc2O)c(=O)[nH]c1=S | 0
COCCOC(=O)c1c(N)n(Cc2ccc(OC)cc2)c2nc3ccccc3nc12 | 0
Continuation:
SMILES | TbREL1 primary
CSc1cccc(NP2(=O)OCC(C)([N+](=O)[O-])CO2)c1 (configuration not stated) | -2
CCN(CC)CCN=Cc1c(O)n(CCC2=CCCCC2)c(=O)[nH]c1=O | 4
COc1ccc(-c2nn(CCC#N)cc2C(=O)Nc2ccc(C(C)=O)cc2)cc1 | 1
Cc1c(-c2cccc(Cl)c2)nc2ccccc2c1C(=O)N1CCC2(CC1)OCCO2 | -2
COC(=O)C1=C(c2ccc(-c3ccccc3)c(F)c2)C[C@@H]2CC[C@H]1N2C(=O)N1CCCCC1 | -2
CCC(NC(=O)OCc1ccccc1)P(=O)(Oc1ccccc1)Oc1ccccc1 (configuration not stated) | 2
CCCCCn1c(N)c(C(=O)NCCN2CCOCC2)c2nc3ccccc3nc21 | -1
COC(=O)C1=C(c2ccc(OC(F)(F)F)cc2)C[C@@H]2CC[C@H]1N2C(=O)N1CCOCC1 | 1
O=[N+]([O-])c1ccc(C2C3C(c4ccccc4)=NC4(CCCCC4)N32)cc1 (configuration not stated) | -2
CN(C)CCN=Cc1c(O)n(Cc2ccco2)c(=O)[nH]c1=O | 7
O=C1C2CCCN2C(c2cccnc2)N1c1nccs1 (configuration not stated) | -1
CCN1CCN(Cc2ccc(C)cc2C)CC1 | 7
C[C@H]1CCC[C@@H](O)CCC/C=C/c2cc(O)cc(O)c2C(=O)O1 | -2
N#CCCn1cc(C(=O)Nc2ccc(F)cc2)c(-c2ccc([N+](=O)[O-])cc2)n1 | 11*
CCOC(=O)C1=C(C)OC(N)=C(C(=O)OC)C12C(=O)Nc1ccc(Br)cc12 (configuration not stated) | 0
Cc1[nH]c2c(C(F)(F)F)cccc2c1CCN | 0
CCC1C2Cn3c(nc4ccccc43)C1N(C)O2 (configuration not stated) | 1
CC(=NCCC1=CCCCC1)c1c(O)n(C)c(=O)n(C)c1=O | 0
CC1(C)OC(c2ccccc2)=C/C(=C/C=C2C(=O)NC(=S)NC2=O)O1 | -1
Cc1ccccc1-c1ccc2c(c1)CNCc1cnnn1-2 | -2
COC(=O)C1=C(c2ccc(OC(F)(F)F)cc2)C[C@@H]2CC[C@H]1N2C(=O)N1CCC(O)CC1 | 0
COc1ccc(C(=O)CN2CCCCC2)cc1 | 0
Nc1c(C(=O)OCC2CCCO2)c2nc3ccccc3nc2n1Cc1cccs1 (configuration not stated) | 4
Fc1ccccc1CCNCc1cccc2ccccc12 | 4
CC(=NCc1ccco1)c1c(O)n(-c2ccccc2)c(=O)[nH]c1=O | 0

As entered above:
CCn1c(C(=O)N2CCC(C(=O)N3CCC4(CC3)OCCO4)CC2)cc2sccc21 | TbREL1 primary = 0
O=[N+]([O-])c1ccc(C2C3C(c4ccccc4)=NC4(CCCCC4)N32)cc1 (configuration not stated) | TbREL1 primary = -2

Compounds shown so far that contain a thiophene ring, fused or not:
SMILES | TbREL1 primary
CCn1c(C(=O)N2CCC(C(=O)N3CCC4(CC3)OCCO4)CC2)cc2sccc21 | 0
O=C(c1cc2c(s1)CCCCCC2)N1CCC2(CC1)OCCO2 | -3
CCc1sc(C(=O)N2CCC3(CC2)OCCO3)cc1Br | -2
Nc1c(C(=O)OCC2CCCO2)c2nc3ccccc3nc2n1Cc1cccs1 (configuration not stated) | 4

(next part)
SMILES | TbREL1 primary
Cc1nn(C2CCOC(C)(C)C2)c2c1C(c1ccc(OC(C)C)cc1)SCC(=O)N2 (configuration not stated) | -1
COc1ccc(C[C@@H]2c3cc(O)c(OC)cc3CCN2C)cc1O | -2
COC(=O)C1=C(c2cc3ccccc3o2)C[C@@H]2CC[C@H]1N2C(=O)NCCO | 3
COc1ccc(CNCCc2c(C)[nH]c3ccc(OC(F)(F)F)cc23)c(OC)c1 | 6
CCN(CC)CCNCc1nc2ccccc2c(=O)n1-c1ccc(F)cc1 | 4
CC1=C(C(=O)O)N2C(=O)C(NC(=O)Cc3ccccc3)C2SC1 (configuration not stated) | 0
CCOC(=O)C1=C(C)c2ccccc2OC1(C(=O)OCC)c1ccccc1 (configuration not stated) | -2
CC(=NCCN1CCCCC1)c1c(O)n(-c2ccc(Cl)cc2)c(=O)[nH]c1=O | 1
Cc1cccc(C)c1-n1nnnc1C(c1ccccc1OC(F)(F)F)N1CCC(n2c(=O)[nH]c3ccccc32)CC1 (configuration not stated) | -2
ON1C2CCCCC2N(O)C1c1ccccc1F (configuration not stated) | 3
Cc1cc(C(=O)N2CCC3(CC2)OCCO3)cs1 | 2
O=C(c1cccc(N2CCCC2=O)c1)N1CCC2(CC1)OCCO2 | 1
COc1ccc(N2C(=O)CC(N3CCC(n4c(=O)[nH]c5ccccc54)CC3)C2=O)cc1 (configuration not stated) | -3
CCC1(NS(=O)(=O)c2ccc(N)cc2)C(=O)N(C)C(=O)N(C)C1=O | 1
C[C@]12CC[C@H](O)CC1=CCC1C2CC[C@@]2(C)C1C[C@@H]1CC(=O)O[C@@H]12 (some centres not stated) | 7
C=CCOC(=O)COc1cc(C)cc2oc(=O)c3c(c12)CCC3 | -1
O=C(CN1CCCC1)Nc1ccc(Cl)cc1C(=O)c1ccccc1 | -1
COC(=O)C1=C(c2ccc(F)cc2OCc2ccccc2)C[C@@H]2CC[C@H]1N2C(=O)NCCNC(C)=O | 0
CN1C[C@H]2CON(C)[C@H]2C[C@H]1c1cccc(Br)c1 | -1
Cc1cc(C)c(Cn2c(C(=O)O)c(C=O)c3ccccc32)c(C)c1 | 0
O=C(c1ccc(CNS(=O)(=O)c2ccccc2)cc1)N1CCC2(CC1)OCCO2 | 3
COC(=O)C1=C(c2c(C)noc2C)C[C@@H]2CC[C@H]1N2C(=O)NC1CCCCC1 | 0
CC(c1ccccc1)n1cncc1C(=O)O (configuration not stated) | -2
CCOC(=O)C1(c2ccccc2)Oc2ccccc2C(c2ccc(OC)cc2)=C1C(=O)OC (configuration not stated) | 1
O=C(O)c1ccc(/C=C/c2nc3ccccc3c(=O)n2-c2ccc(Br)cc2)cc1 | 1
COC(=O)C1=C(c2ccc(F)cc2OCc2ccccc2)C[C@@H]2CC[C@H]1N2C(=O)NCC1CC1 | -1
CN1CCN(CCOC2c3ccccc3CSc3ccc(Cl)cc32)CC1 (configuration not stated) | 7
COC(=O)C1=C(c2ccc(S(C)(=O)=O)cc2)C[C@@H]2CC[C@H]1N2C(=O)NC1CCCCC1 | -1
